CXCR6 block = blocks human CXCR6 beta-arrestin recruitment; O00574; CHO-K1 PathHunter CXCR6 beta-arrestin, luminescence; 0.36% of 360,000 active; AID 602244; inhibition, % at 20 µM; in the data active = inhibition above about 34%, passing the limit was not always enough;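 note: antagonist mode with CXCL16 agonist at 10 nM final; 0% = 10 nM CXCL16 with DMSO and 100% = unstimulated wells without agonist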
Target sequence (O00574 whole entry, looked up): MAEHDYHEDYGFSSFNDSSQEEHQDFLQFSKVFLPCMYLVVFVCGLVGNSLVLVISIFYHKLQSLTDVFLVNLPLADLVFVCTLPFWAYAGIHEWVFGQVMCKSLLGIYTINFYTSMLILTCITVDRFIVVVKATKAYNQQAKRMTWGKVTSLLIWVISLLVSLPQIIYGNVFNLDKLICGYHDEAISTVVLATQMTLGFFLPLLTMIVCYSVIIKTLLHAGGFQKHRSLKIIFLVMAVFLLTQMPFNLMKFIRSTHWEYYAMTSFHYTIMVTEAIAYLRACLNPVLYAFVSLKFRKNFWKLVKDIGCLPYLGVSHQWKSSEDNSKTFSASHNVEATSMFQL
APJ antagonist = blocks the human apelin receptor APJ; P35414; inhibition, % at 20 µM; 0.32% of 330,000 active; CHO-K1 APJ beta-arrestin complementation, luminescence;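 active = inhibition above about 40% at 20 µM, limit read from the data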;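 note: cells challenged with 10 nM apelin-13 agonist together with compound; plate controls were apelin-13 plus DMSO wells for no effect and DMSO wells lacking apelin-13 for full effect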
Target sequence (P35414 whole entry, looked up): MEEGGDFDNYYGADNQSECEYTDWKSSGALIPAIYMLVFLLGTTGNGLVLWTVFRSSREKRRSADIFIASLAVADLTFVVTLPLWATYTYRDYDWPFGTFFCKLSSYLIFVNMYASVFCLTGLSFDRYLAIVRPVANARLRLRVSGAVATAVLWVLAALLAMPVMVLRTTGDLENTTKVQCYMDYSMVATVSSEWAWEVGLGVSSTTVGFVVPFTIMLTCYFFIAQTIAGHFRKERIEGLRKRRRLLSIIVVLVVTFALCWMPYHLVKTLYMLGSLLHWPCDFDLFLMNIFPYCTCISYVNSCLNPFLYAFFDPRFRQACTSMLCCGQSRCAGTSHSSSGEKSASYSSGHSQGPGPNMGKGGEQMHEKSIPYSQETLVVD
CHOP UPR activ = activators of apoptotic arm of unfolded protein response (CHOP). 0.34% of 330,000 active. activation, % at 10 µM. CHO-CHOP luciferase reporter, UPR activation, luminescence; percent of tunicamycin response over DMSO baseline. AID 449763;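 active = at 10 µM dose, activation of 40% or more, normalized to positive control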;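 note: 100% = tunicamycin at 10 µg/mL and 0% = DMSO alone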
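Assay system: CHO-CHOP cells, stable luciferase reporter of PERK-eIF2a-CHOP signalling / Buffer or medium: F12 plus 10% serum / Compound dosing: one dose, 10 µM in 0.5% DMSO / Times: 6 h compound treatment, 37 °C / Technique: luciferase luminescence / Read-out: % reporter activation, DMSO baseline versus tunicamycin full activation / Benchmarks: tunicamycin and DMSO controls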
tim23-1 inh = inhibits growth of tim23-1 mutant yeast; S. cerevisiae tim23-1 growth, BacTiter-Glo luminescence, 24 h; inhibition, % at 20 µM; 1.3% of 330,000 active;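 active = growth inhibition of the mutant yeast at or above 50%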;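 note: temperature-sensitive mutant grown at 25 °C; plate controls were DMSO-treated mutant yeast for no effect and medium wells lacking yeast for full effect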
tim10-1 inh = tim10-1 yeast growth inhibition. S. cerevisiae tim10-1 ts strain growth, BacTiter-Glo, 24 h. inhibition, % at 20 µM. 2.2% of 330,000 active. AID 463190;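 active = inhibition of at least 40%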;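 note: mutant grown at 25 °C; 0% = DMSO wells with yeast and 100% = wells holding no yeast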
TIM10 inh = inhibits growth of TIM10 yeast strain. S. cerevisiae TIM10 strain growth, BacTiter-Glo luminescence, 24 h. 1.4% of 330,000 active. inhibition, % at 10 µM;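 active = inhibition of 40% or more at the single tested concentration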;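 note: wild-type TIM10 isogenic control strain grown at permissive 25 °C; 0% = DMSO yeast wells and 100% = minimal medium wells without yeast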
APJ ag = activates the human apelin receptor APJ; activation, % at 20 µM; CHO-K1 APJ PathHunter beta-arrestin, luminescence; 0% DMSO wells, 100% apelin; P35414; 0.11% of 330,000 active;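 active = activation more than six SD over the plate average, tested at 20 µM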;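 note: 0% = DMSO alone and 100% = apelin-13 at 10 nM; some results filed as inactive read as strong as hits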
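Assay system – PathHunter CHO-K1 APJ (AGTRL-1) beta-arrestin reporter cells · Compound – one dose, 20 µM compound, 1% DMSO · Timing – compound 90 min 25 °C, reagent 1 h · Measured by – luminescence from split beta-galactosidase complementation, Galacton Star/Emerald II substrate · Measure – beta-arrestin recruitment to APJ as agonist activity, luminescent signal · Benchmarks – DMSO vs Apelin-13 10 nM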
XBP1 UPR activ = adaptive UPR (XBP1) activation; 0.33% of 330,000 active; AID 463104; CHO-XBP1 luciferase reporter, IRE1-XBP1 UPR activation, luminescence; percent of tunicamycin response, DMSO as zero; activation, % at 20 µM;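 active = versus positive control, 20 µM dose yields 30% or more activation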;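 note: 100% = tunicamycin at 10 µg/mL and 0% = DMSO only wells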
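Material: CHO cell line with stable XBP1 luciferase reporter; schedule: 16-18 h cell attachment at 37 °C, then 6 h compound exposure; signal: glow luminescence from Steady-Glo reagent; medium: serum-containing F12 medium, 10% FBS; benchmarks: tunicamycin 10 µg/mL and vehicle-only wells; read-out: percent activation relative to tunicamycin reference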
Mdm2-MdmX inh = inhibitors of human Mdm2/MdmX interaction | inhibition, % at 8 µM | O15151+Q00987 | AID 485346 | 3% of 330,000 active | SaOS-2 split-luciferase Mdm2/MdmX complementation, luminescence;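 active = inhibition of at least 50% at 8 µM in the primary screen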
* = called active by the depositor; · = no result given. This is a subset; the hit share may differ from the screen's.

SMILES	CXCR6 block	APJ antagonist	CHOP UPR activ	tim23-1 inh	tim10-1 inh	TIM10 inh	APJ ag	XBP1 UPR activ	Mdm2-MdmX inh
Cc1[nH]c(C(=O)N/N=C/c2ccc(C(=O)O)cc2)c(C)c1C(=O)N/N=C/c1ccc(C(=O)O)cc1	5	-12	-0.9	18	8	11	-2	-1	0
O=C1c2ccccc2C(=O)N1c1ccc(S(=O)(=O)N2CCCCC2)cc1	-1	5	1.6	24	27	12	-2	-3	-1
CS(=O)(=O)N(CC(=O)NCC1CCCO1)c1cccc(Cl)c1 (stereo not given)	6	-20	0.4	6	8	-5	-1	-1	-21
COc1cc(NC(=O)c2cc(C(C)C)on2)cc(OC)c1OC	2	5	-1.1	21	6	-21	3	-1	10
O=C(CC12CC3CC(CC(C3)C1)C2)NCC(=O)OCc1cc(=O)oc2ccc3ccccc3c12	4	-16	-0.4	9	41*	44*	-2	6	-42
Cc1ccc(NC(=O)COC(=O)c2cc(=O)c3cc(F)ccc3o2)cc1	-2	32	2.5	15	7	-5	2	-2	19
Cc1ccc(NC(=S)N(Cc2ccccc2)Cc2cccs2)c(C)c1	0	-5	1.5	13	7	6	-3	1	-46
CCCn1nnc(NC(=S)NC(=O)C(C)(C)C)n1	7	12	1.2	9	-7	-4	-2	2	3
CCC(C)Sc1ccc([C@@H]2[C@H]3C(=O)N(C)C(=O)[C@H]3[C@]3(C(=O)OC)CCCN23)cc1 (stereo not given in full)	-6	-3	-1.1	17	20	9	-3	-2	7
CCOC(=O)C(C(=O)OCC)C1CCS(=O)(=O)C1 (stereo not given)	4	0	-2.1	12	-10	3	15	0	-7
CCOC(=O)c1cc(-c2cccs2)[nH]n1	7	-6	2.3	14	10	-8	2	4	17
CC1CC(C)CN(C(=O)COC(=O)c2cc([N+](=O)[O-])ccc2N2CCOCC2)C1 (stereo not given)	3	12	-1.8	12	13	6	-3	1	20
C=CCOc1c(Cl)cc(CNc2nccs2)cc1OC	2	-6	0.2	23	32	25	0	-2	19
NC1=NC(c2ccccc2C(F)(F)F)N(c2ccc(F)c(Cl)c2)C(N)=N1 (stereo not given)	3	-20	-2.0	-9	6	-14	-3	-5	-43
CC1CCCCN1CCCNc1c(C=O)c(=O)[nH]c2ccccc12 (stereo not given)	3	16	1.2	2	-9	-15	1	-3	-9
N#Cc1c(NCCCO)nc(-c2ccco2)c2c1CCCC2	0	15	-1.4	23	23	9	-9	0	15
CCN(CC)S(=O)(=O)c1ccc(C(=O)NCC(=O)N/N=C/c2ccccc2OC)cc1	4	-13	1.8	-11	-8	8	5	-7	8
COc1ccccc1NC(=O)c1ccccc1C(=O)N(C)Cc1ccccc1	8	-1	-0.6	4	-8	-4	-5	-2	-3
Cc1c(Cl)cccc1NC(=S)N1CCOCC1	-3	-9	-1.6	7	-4	-1	-3	-1	-10
N#CCCSc1ccccc1NC(=O)c1cc(=O)c2ccccc2o1	5	19	0.0	18	-18	-4	2	-3	17
CCC(C)C(NC(=O)c1ccccc1NC(=O)c1ccc(C)cc1)C(=O)O (stereo not given)	-18	7	2.1	25	-1	-27	-5	-3	-14
CCCC(C)c1oc(=O)cc(O)c1C (stereo not given)	-4	·	0.3	19	-2	-5	·	0	20
COc1cc(/C=C(\C#N)c2ccccn2)cc(OC)c1O	4	13	1.2	16	6	23	-3	-2	11
Cc1cc(N2CCCCC2)nc(-c2ccc(Br)cc2)n1	-2	2	3.1	15	12	-6	-2	-5	21
Cc1nccn1CC(=O)N/N=C/c1c[nH]c2ccccc12	5	10	-2.1	-7	7	4	-4	-4	28
O=C(NN1CCOCC1)c1ccc(Br)s1	-3	11	-1.0	-6	6	1	-1	-2	20
COc1ccc(CNC(=O)C2CCN(S(=O)(=O)c3ccc4c(c3)C(C)(C)C(=O)N4C)CC2)cc1	6	14	0.3	-1	-14	-3	-2	-3	10
Cn1c(=O)[nH]c(=O)c2[nH]c(N(Cc3ccccc3)Cc3ccccc3)nc21	9	9	3.9	4	-2	6	0	-2	43
NC(=O)NC(=O)COC(=O)c1ccc(OC(F)(F)F)cc1	-11	-6	-1.6	0	6	-5	-2	1	-32
CCCCn1c(N)c(N(CCOC)C(=O)c2cccc(S(=O)(=O)N3CCCCC3)c2)c(=O)[nH]c1=O	-1	-1	3.5	5	-1	-3	-3	0	3
C[C@H](CO)N1C[C@H](C)[C@@H](CN(C)Cc2ccc3c(c2)OCO3)Oc2ccc(NS(C)(=O)=O)cc2C1=O	-2	6	1.4	17	8	3	-1	-3	14
O=C(Nc1ccc(Cc2ccncc2)cc1)c1cccs1	-6	-5	2.0	34	-1	41*	-1	0	-3
COCCNC(=O)CN1N=C(c2ccc(OC)cc2)CCC1=O	-3	-5	1.5	-3	-5	8	1	-1	-16
COc1ccc(C(=O)N/N=C\c2coc3ccccc3c2=O)cc1	3	8	0.6	51*	13	14	1	-3	25
CC(C)C(NC(=O)c1ccccc1F)C(=O)NCc1ccccc1 (stereo not given)	7	16	3.7	2	-10	8	2	-5	17
Cc1sc2nc(SCCO)n(-c3ccccc3)c(=O)c2c1C	4	5	-0.4	40	19	-5	-4	-5	21
CC(Oc1ccc2c(-c3ccccc3)cc(=O)oc2c1)C(=O)NCC(O)c1ccccc1 (stereo not given)	8	-54	-0.6	14	19	6	-2	-2	-8
COc1ccc(CC(=O)Oc2cc(C)ccc2C)cc1	3	-8	1.5	8	16	4	-2	-2	-13
COc1ccccc1NC(=O)CN(C)S(=O)(=O)c1cccc2cccnc12	-1	4	1.6	23	1	14	8	0	4
CCCCCCNC(=O)c1cc(S(=O)(=O)N2CCc3ccccc32)ccc1F	1	13	0.0	4	8	1	-1	0	24
Cc1ccc(NC(=O)CSc2nnc(-c3cc(C)[nH]n3)n2N)c(C)c1	0	32	1.1	-9	-7	-3	-5	-1	1
CCOC(=O)Cn1c(C(C)=O)nc2ccccc21	0	0	-1.2	-2	-1	5	0	-1	21
CCN(CCCNC(=O)c1c(C)cc(=O)oc1C)c1cccc(C)c1	0	1	2.1	23	25	12	-6	-1	-16
CCOc1ccccc1CNC(=O)CCc1cn(C)c2ccccc12	1	10	2.1	13	8	7	-3	0	12
Cc1ccc(NC(=S)N(CCN(C)C)Cc2cccs2)cc1C	8	5	0.0	5	24	-11	-1	2	24
O=C(CCN1C(=O)C2CCCCC2C1=O)Nc1cc([N+](=O)[O-])ccc1Cl (stereo not given)	5	12	-3.0	6	-12	3	-2	0	-27
COc1ccc(C(=O)NC(C)c2ccncc2)cc1S(=O)(=O)N(C)Cc1ccccc1 (stereo not given)	-2	1	-2.2	-7	5	-5	1	0	17
O=C(c1ccc(Cl)s1)N(Cc1nnc(-c2ccccc2Cl)o1)C1CC1	6	-58	7.0	32	17	13	-5	0	-39

TIM10 inh: what is marked active above
Structure | CXCR6 block | APJ antagonist | TIM10 inh | APJ ag | XBP1 UPR activ | Mdm2-MdmX inh
O=C(CC12CC3CC(CC(C3)C1)C2)NCC(=O)OCc1cc(=O)oc2ccc3ccccc3c12 | 4 | -16 | 44* | -2 | 6 | -42
O=C(Nc1ccc(Cc2ccncc2)cc1)c1cccs1 | -6 | -5 | 41* | -1 | 0 | -3

Full records, looked up by structure. Order of values: CXCR6 block	APJ antagonist	CHOP UPR activ	tim23-1 inh	tim10-1 inh	TIM10 inh	APJ ag	XBP1 UPR activ	Mdm2-MdmX inh
Cc1ccc(NC(=S)N(CCN(C)C)Cc2cccs2)cc1C reads 8	5	0.0	5	24	-11	-1	2	24
CCCCCCNC(=O)c1cc(S(=O)(=O)N2CCc3ccccc32)ccc1F reads 1	13	0.0	4	8	1	-1	0	24

Remaining list, next part:
SMILES	CXCR6 block	APJ antagonist	CHOP UPR activ	tim23-1 inh	tim10-1 inh	TIM10 inh	APJ ag	XBP1 UPR activ	Mdm2-MdmX inh
COc1cc(/C=N/NC(=O)CN(CCc2ccccc2)S(=O)(=O)c2ccc(NC(C)=O)cc2)cc(OC)c1OC	1	4	-0.5	-12	15	16	0	3	7
O=[N+]([O-])c1cccnc1Oc1ccc(OCc2ccccc2)cc1	6	6	6.2	4	-2	-29	-1	-1	14
N#Cc1cccc(C#N)c1Oc1ccc(S(=O)(=O)Nc2ccccc2)cc1	-16	16	1.2	4	9	8	-3	-1	25
O=C(c1ccc(-c2ccc(Cl)cc2)o1)N1CCN(c2ccc([N+](=O)[O-])cc2Cl)CC1	2	6	8.9	24	29	19	-1	2	3
O=C(Nc1cccc2ncccc12)c1cc([N+](=O)[O-])ccc1Cl	-2	-28	0.2	17	22	-14	0	-5	36
Cc1noc(C)c1CSc1nc2ccccc2c(=O)n1-c1ccc(F)cc1F	5	15	-0.5	48	33	5	-3	-5	66*
CC[C@]12c3[nH]c4cc(CCC(=O)N(C)C)ccc4c3CCN1C(=O)[C@@H](CC(=O)NC/C=C(\C)CCC=C(C)C)C[C@@H]2C(=O)N1CCN(C(=O)C2CC2)CC1	5	·	2.6	34	14	-4	·	3	47
Cc1cccc(C)c1NC(=O)Cn1c(=O)n(CCCC(=O)NCc2ccco2)c(=O)c2sccc21	2	5	-1.1	-2	2	0	-1	-1	-11
Cc1c(NC(=O)c2cccc(NC(=O)Cc3ccccc3F)c2)c(=O)n(-c2ccccc2)n1C	6	15	-0.1	13	10	5	-5	-5	-7
COc1ccccc1CNC(=O)CC12CC3CC(CC(Br)(C3)C1)C2	-13	0	0.6	14	26	7	-5	-3	7
Cc1ccccc1C(=O)Nc1ccc(S(=O)(=O)N2CC(C)OC(C)C2)cc1 (stereo not given)	-6	18	1.1	6	-6	4	-2	-5	18
Cc1ccc(S(=O)(=O)N2[C@@H](c3ccccc3)C(C(=O)O)=CC[C@H]2c2cccc(C)c2)cc1	6	-6	-1.6	2	17	-5	-6	0	2
CCOc1ncccc1C(=O)Oc1ccc2c(c1)OCO2	2	-5	1.5	-8	19	9	-1	0	-7
CC(=O)Nc1ccccc1C	7	-6	1.2	-10	-19	10	-2	-3	8
CCN(CC)C(=O)c1sc(NC(=O)c2ccco2)c(C#N)c1C	0	9	-0.2	21	-11	9	-2	-2	-24
O=C(NN1C(=O)/C(=C/c2ccc(O)c(O)c2)SC1=S)c1ccccc1	52*	48*	43*	25	28	30	-9	59*	23
O=C1OCCC1Sc1nnnn1-c1ccc(Cl)cc1 (stereo not given)	3	3	-0.8	12	12	-1	-3	-2	28
CC1CCCCN1C(=O)COC(=O)C1CCN(S(=O)(=O)c2ccc3c(c2)OCCO3)CC1 (stereo not given)	1	8	-1.1	-6	2	5	1	-4	21
COc1ccc(-c2nn(-c3ccccc3)cc2C(=O)N2CCN(S(=O)(=O)c3ccccc3C#N)CC2)cc1	10	-44	1.0	-9	-8	7	6	2	27
CCOc1ccc(NS(=O)(=O)c2cc(C(=O)N3CCN(c4ccccc4O)CC3)ccc2Cl)cc1	-7	8	2.0	21	27	9	-4	-2	25
O=C1CC(Cc2ccc(Cl)cc2)C(=O)N1c1ccncc1 (stereo not given)	12	6	-2.4	-1	15	-22	-6	-2	23
C=C1CCN([C@@H](CC(C)C)C(=O)NCc2ccc(OC)cc2)S(=O)(=O)c2ccccc21	4	-55	0.4	30	19	10	2	-4	0
